# Source: PubChem BioAssay
# GSK3 alpha inh: blocks human GSK-3 alpha kinase. ADP-Glo luminescence, 60 min. inhibition, % at 10 µM. 0.1% of 320,000 active;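 in the data active = inhibition above about 50%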;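 also: GST-tagged GSK-3 alpha with peptide substrate and 25 µM ATP; 0% = DMSO neutral wells and 100% = GW8510 positive control wells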
# RGS4 block: inhibitors of human RGS4. 0.45% of 310,000 active. B-score at 10 µM. P49798. HEK293 M3R/RGS4 inducible, Fluo-4 calcium flux; hits give high values; triggered by carbachol at its EC20;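 active = B-score, a plate-corrected calcium signal, over three deviations above library mean, with baseline fluorescence within five deviations of library mean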;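 also: RGS4 expression induced by doxycycline in cells with stable M3 receptor; B-score is computed from the integrated fluorescence ratio over baseline after carbachol; higher B-score means a larger calcium signal and so more RGS4 inhibition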
# KCNQ1 act: potentiates or activates the human KCNQ1 potassium channel. P51787. CHO-K1 KCNQ1, thallium flux FluxOR fluorescence; hits give high values. B-score at 10 µM. 0.35% of 310,000 active;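 active = fluorescence ratio B-score, a plate-corrected score, at least three library SD, with initial intensity B-score within 5 SD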
# Target sequence (P51787 whole entry, looked up): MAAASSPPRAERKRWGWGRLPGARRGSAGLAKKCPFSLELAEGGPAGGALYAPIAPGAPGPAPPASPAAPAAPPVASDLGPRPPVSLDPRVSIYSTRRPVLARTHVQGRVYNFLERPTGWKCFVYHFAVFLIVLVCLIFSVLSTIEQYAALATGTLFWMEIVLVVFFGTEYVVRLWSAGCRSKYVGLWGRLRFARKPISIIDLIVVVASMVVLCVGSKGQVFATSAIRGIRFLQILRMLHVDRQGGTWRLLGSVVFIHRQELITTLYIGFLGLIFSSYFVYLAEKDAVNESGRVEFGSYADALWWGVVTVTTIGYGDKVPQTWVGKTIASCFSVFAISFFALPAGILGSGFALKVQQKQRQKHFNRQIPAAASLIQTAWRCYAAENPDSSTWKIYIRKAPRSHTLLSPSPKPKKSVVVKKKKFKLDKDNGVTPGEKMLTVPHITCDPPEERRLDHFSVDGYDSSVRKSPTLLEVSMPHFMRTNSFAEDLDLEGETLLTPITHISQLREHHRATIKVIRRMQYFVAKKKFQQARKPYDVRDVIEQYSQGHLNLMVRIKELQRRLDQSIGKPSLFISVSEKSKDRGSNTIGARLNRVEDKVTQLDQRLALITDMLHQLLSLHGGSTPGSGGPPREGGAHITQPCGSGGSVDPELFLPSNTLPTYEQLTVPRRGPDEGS
#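 System: CHO-K1 cells stably expressing KCNQ1 / Medium: assay buffer for compound exposure, DMSO matched across wells / Reagent: thallium- and potassium-containing depolarizing buffer / Compound: one concentration, matched DMSO / Incubation: 20 min compound pretreatment at room temperature / Measured by: kinetic FluxOR fluorescence, 10 s baseline plus 110 s post-stimulus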
# hERG protect: shields human hERG channel from block by proarrhythmic agents | 0.51% of 310,000 active | AID 1511 | CHO-hERG, FluxOR thallium flux, dofetilide IC70 present | activation (rescue from dofetilide block), less the hit threshold, % at 10 µM | Q12809;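 active = activation above the mean of controls blocked by dofetilide plus 5 SD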;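 also: thallium influx through hERG after potassium depolarization seen as dye fluorescence rise; in these data hits start at about 4.7%; inactives centre near -7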
# KCNK9 inh: blocks the human KCNK9 two-pore domain potassium channel; HEK293 KCNK9, FluxOR thallium flux fluorescence; hits give low values; AID 488922; Q9NPC2; 1.2% of 310,000 active; B-score at 10 µM;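 active = ratio B-score over 3 SD below the library mean, with starting fluorescence within 5 SD of its mean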;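 also: negative B-score means less thallium flux so channel inhibition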
# RGS4 pot: RGS4 potentiation or activation; B-score at 10 µM; HEK293 M3R/inducible RGS4, carbachol calcium flux Fluo4; hits give low values; AID 463111; 0.92% of 310,000 active;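 active = B-score of the integrated calcium signal more than 4 SD below the library mean, with starting fluorescence not abnormally high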;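 also: negative B-score means reduced calcium response which marks RGS4 activation or potentiation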
#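 Test system: HEK293 cells with stable M3R and inducible RGS4; also added: carbachol at ECmax as muscarinic agonist stimulus; schedule: dye loading 30 min 37 °C, buffer rest 30 min RT; technique: kinetic calcium fluorescence imaging with Fluo4-AM dye, 2 µM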
# KCNQ1 block: inhibitors of human KCNQ1 potassium channel; P51787; CHO-K1 KCNQ1, FluxOR thallium flux fluorescence; hits give high values; B-score at 10 µM; 1.3% of 310,000 active; AID 2642;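 active = compounds whose thallium flux B-score, printed positive for inhibition, exceeds three library SD while starting fluorescence stays within three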;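 also: channel opened by potassium depolarization with thallium stimulus after 20 min compound exposure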
# PolyA inh: yeast polyadenylation inhibition; calls only at 12 µM; 0.02% of 300,000 active; S. cerevisiae SKY197-pL101 polyadenylation reporter, beta-gal luminescence; efflux-impaired pdr1/pdr3 knockout yeast; score 100 = 6 SD above DMSO;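 active = lowest replicate activity score at least 50, where 100 means six control SD above control mean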;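 also: yeast exposed to compound for 9 h at 30 °C; higher score means more reporter readthrough which indicates perturbed polyadenylation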
# GSK3beta inhib: inhibitors of human GSK3beta kinase | activity score (negative = inhibition), % at 10 µM | 0.038% of 300,000 active | AID 2097 | GST-GSK3beta kinase, ADP-Glo luminescence, 60 min; hits give low values;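 active = more than half of replicate wells score below -50%, meaning over 50% inhibition versus plate controls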;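 also: 0% = median DMSO wells and -100% = median GW8510 positive control wells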
#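 Test system: GST-tagged human GSK3beta kinase, cell-free; evaluation: activity score scaled between in-plate DMSO and GW8510 controls; measured by: ADP-Glo luminescence; incubation: 60 min reaction, RT; benchmarks: DMSO and 20 µM GW8510; reagent: peptide substrate plus 25 µM ATP (final); medium: Tris/MgCl2 kinase buffer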
# DYRK1A inh: Dyrk1A (rat) kinase inhibition; Q63470; ADP-Glo luminescence, NFATc1 peptide; inhibition, % at 12.5 µM; 0.43% of 310,000 active; AID 504441; in the data active = inhibition above about 50%;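 also: plate controls were vehicle with enzyme for no effect and no enzyme for full effect; many of its hits are not listed in these tables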
# KCNK3 block: human KCNK3 channel inhibition, primary screen. B-score at 10 µM. 0.84% of 340,000 active. CHO-KCNK3 thallium flux, FluxOR fluorescence; hits give low values;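 active = B-score under library mean minus 4 SD, starting fluorescence ratio at most library mean plus 5 SD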;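 also: more negative B-score means stronger inhibition of thallium flux through KCNK3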
# Target sequence (O14649 whole entry, looked up): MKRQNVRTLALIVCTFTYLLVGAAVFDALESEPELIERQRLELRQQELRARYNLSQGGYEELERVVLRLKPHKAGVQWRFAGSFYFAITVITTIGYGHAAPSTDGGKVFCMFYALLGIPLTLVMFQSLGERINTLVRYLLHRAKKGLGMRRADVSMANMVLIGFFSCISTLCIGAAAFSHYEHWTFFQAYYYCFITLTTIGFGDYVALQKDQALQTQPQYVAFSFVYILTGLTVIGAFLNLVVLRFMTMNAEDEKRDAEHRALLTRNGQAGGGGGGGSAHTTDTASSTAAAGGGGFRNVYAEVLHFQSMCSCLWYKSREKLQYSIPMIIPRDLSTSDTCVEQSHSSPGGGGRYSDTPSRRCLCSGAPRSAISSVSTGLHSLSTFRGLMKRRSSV
# Starred values were filed as active, the others as inactive; i = inactive; / = not tested or not shown. The list is partial, so the mix of outcomes need not match the whole.
[1] O=C(NC(=S)N1CCN(c2ccc([N+](=O)[O-])cc2Cl)CC1)c1ccco1
[2] O=C(NCCO)C1(c2ccccc2)CCCC1
[3] CC(=O)C1=C(O)C(=O)N(c2nccs2)C1c1ccc(Br)cc1 (configuration not stated)
[4] O=C(Nc1cccc(-c2nc3ccccc3s2)c1)C1=COCCO1
[5] CCn1c(=S)sc2c(=O)[nH]c(SCC(=O)Nc3cc(OC)ccc3OC)nc21
[6] Cn1c(=O)n(Cc2ccccc2)c(=O)c2c1nc(NCC1CCCO1)n2Cc1ccccc1 (configuration not stated)
[7] CC1CCN(C2CC(=O)N(c3ccc(Br)cc3Br)C2=O)CC1 (configuration not stated)
[8] O=c1c2ccccc2c2ccccc2c(=O)n1Cc1ccco1

entry no.	1	2	3	4	5	6	7	8
GSK3 alpha inh	0.0	-1.5	-3.3	2.4	-4.0	0.2	-3.5	2.7
RGS4 block	i	i	i	i	i	i	i	i
KCNQ1 act	i	i	i	i	i	i	i	i
hERG protect	1.4	-6.2	-6.4	-7.0	-17.5	-7.5	-10.6	-12.6
KCNK9 inh	i	i	i	i	i	i	i	i
RGS4 pot	i	i	i	i	i	i	i	i
KCNQ1 block	i	i	i	i	10*	i	i	i
PolyA inh	i	i	i	i	i	i	i	i
GSK3beta inhib	-1.8	-2.6	0.9	-0.2	2.9	0.1	2.2	0.3
DYRK1A inh	-12.2	-1.2	6.1	3.9	1.5	0.5	-4.9	2.7
KCNK3 block	i	i	i	i	i	i	i	i

[9] COC(=O)c1c(NC(=O)C(C)(C)C)sc2c1CCN(Cc1ccccc1)C2
[10] O=C(CN1C(=O)CCC1=O)NC(=O)NC1CCCC1
[11] COc1ccc(N(CC(=O)NCc2ccco2)S(=O)(=O)c2c(C)nn(C)c2C)cc1
[12] COC(=O)COc1cccc(NC(=O)c2cccc(C)c2)c1
[13] CCOCC(=O)Nc1nc(-c2ccccc2)c(CC)s1
[14] C/C(=N\NC(=O)C1CC1)c1ccccc1Br
[15] Cc1ccc(CN2C(=O)CSC2c2ccc(F)cc2)cc1 (configuration not stated)
[16] CN(C)CCCN1C(=O)c2oc3ccccc3c(=O)c2C1c1cccs1 (configuration not stated)

entry no.	9	10	11	12	13	14	15	16
GSK3 alpha inh	0.5	0.5	-1.0	1.1	-0.7	-0.3	0.4	2.6
RGS4 block	i	i	i	i	i	i	i	i
KCNQ1 act	i	i	i	i	i	i	i	i
hERG protect	-11.1	-10.5	-7.5	-2.8	-18.8	-12.9	-4.8	-9.9
KCNK9 inh	i	i	i	i	i	i	i	i
RGS4 pot	i	i	i	i	i	i	i	i
KCNQ1 block	i	i	i	i	i	i	i	i
PolyA inh	i	i	i	i	i	i	i	/
GSK3beta inhib	-1.1	1.1	1.5	-0.4	-1.7	3.8	-0.9	-28.8
DYRK1A inh	0.2	-3.8	4.6	-0.7	-0.6	-5.5	-3.5	0.0
KCNK3 block	i	i	i	i	i	i	i	i

[17] CCOc1cccc(CN2CCC(Oc3ccc(C(=O)NCc4ccccn4)cc3)CC2)c1
[18] NS(=O)(=O)c1ccc(CCNC(=O)C(=O)NCC2OCCN2S(=O)(=O)c2cc(F)ccc2F)cc1 (configuration not stated)
[19] c1cncc(CNc2ncnc3sc4c(c23)CCCC4)c1
[20] COCC(=O)Nc1nnc(Cc2ccc(OC)cc2)s1
[21] CN1C(=O)CSc2ccc(NC(=O)NCc3cccnc3)cc21
[22] CCc1cc2c(=O)oc(-c3ccc(Br)cc3)nc2s1
[23] COc1cc(/C=N\Nc2ccc([N+](=O)[O-])cn2)ccc1OCC(=O)O
[24] Cc1nn(-c2ccccc2)c(N2CCCC2)c1/C=N/Nc1ccc(S(=O)(=O)Nc2ccccc2)cc1[N+](=O)[O-]

entry no.	17	18	19	20	21	22	23	24
GSK3 alpha inh	1.1	7.6	-0.8	-0.5	6.9	/	71.1*	-0.5
RGS4 block	i	i	i	i	i	i	i	i
KCNQ1 act	i	i	i	i	i	i	i	i
hERG protect	-7.1	-11.1	-7.5	-9.0	2.5	-3.7	-6.4	-7.9
KCNK9 inh	i	i	i	i	i	i	i	i
RGS4 pot	i	i	i	i	i	i	i	i
KCNQ1 block	i	i	i	i	i	i	i	i
PolyA inh	i	i	i	i	i	i	i	i
GSK3beta inhib	0.1	0.9	0.2	-0.8	0.3	1.2	-70.1*	3.3
DYRK1A inh	-6.2	-2.0	34.9	1.6	16.2	-5.1	/	-3.2
KCNK3 block	i	i	i	i	i	i	/	i

[25] COc1cccc(C(=O)Cn2c(NCCO)nc3ccccc32)c1
[26] COc1ccc(Cc2nc(-c3ccc(-n4cccc4)cc3)no2)cc1OC
[27] CCN(CC)C(=O)c1cn(CCC#N)nc1-c1ccc2c(c1)OCCO2
[28] O=C(CN1C(=O)c2cccc3cccc1c23)N1CCN(c2ccc(F)cc2)CC1
[29] COc1ccc(-c2onc3ccc(C(=O)/C=C/N(C)C)cc23)cc1
[30] Cc1cccc(OCC(=O)Nc2ccc3nc(C)sc3c2)c1
[31] COc1ccc(COc2ccsc2C(=O)Nc2ccc(Cl)c(Cl)c2)cc1
[32] COc1cc(SC)ccc1C(=O)NCCCn1ccnc1

entry no.	25	26	27	28	29	30	31	32
GSK3 alpha inh	-3.6	/	1.0	0.4	-0.4	-2.0	-0.9	-0.2
RGS4 block	i	i	i	i	i	i	i	i
KCNQ1 act	i	i	i	i	i	i	i	i
hERG protect	-1.2	-3.6	-10.3	3.1	-13.4	-6.8	-5.8	-5.9
KCNK9 inh	i	i	i	i	i	i	i	i
RGS4 pot	i	i	i	i	i	i	i	i
KCNQ1 block	i	i	i	i	i	i	i	i
PolyA inh	i	i	/	i	i	i	i	i
GSK3beta inhib	2.5	-0.3	2.2	1.5	-3.6	0.4	2.9	3.1
DYRK1A inh	7.3	-2.8	-1.2	5.6	26.4	6.1	-2.3	7.1
KCNK3 block	i	i	i	i	i	i	i	i

[33] CC(C)=CC1C(C(=O)Nc2ccc(S(=O)(=O)N3CCOCC3)cc2)C1(C)C (configuration not stated)
[34] O=C(CN1CCOCCOCCOCCOCC1)Nc1ccccc1
[35] C=C(C)C1CCC(C)=C1CC(C)(C)/C=N\n1cnnc1 (configuration not stated)
[36] Cc1ccc(C)c(OCC(=O)Nc2ccc(S(=O)(=O)Nc3onc(C)c3C)cc2)c1
[37] Cc1ccc2nc(C)c(C(=O)N/N=C/c3cccc([N+](=O)[O-])c3)cc2c1
[38] CCc1ccc[n+](-c2nc3ccccc3nc2C(=C=[N-])C#N)c1
[39] O=C(c1c[nH]c2ccccc12)N1CCOCC1
[40] COC(=O)c1cc2oc(C)cc2n1CC(=O)Nc1cc(C)cc(C)c1

entry no.	33	34	35	36	37	38	39	40
GSK3 alpha inh	/	6.5	-1.3	-5.0	-0.9	-0.5	4.7	-1.9
RGS4 block	i	i	i	i	i	i	i	i
KCNQ1 act	i	i	i	i	i	i	i	i
hERG protect	-11.2	2.9	-3.7	-3.4	-8.3	-11.3	2.5	-8.3
KCNK9 inh	i	i	i	i	i	i	i	i
RGS4 pot	i	i	i	i	i	i	i	i
KCNQ1 block	i	i	i	i	i	i	i	i
PolyA inh	i	i	i	i	i	i	i	i
GSK3beta inhib	-5.7	-0.5	2.5	-0.4	1.7	1.1	3.0	2.5
DYRK1A inh	/	1.7	1.0	-17.2	/	-4.3	2.4	0.2
KCNK3 block	i	i	i	i	i	i	i	i

# Some of the entries above in another layout.
nr	SMILES	GSK3 alpha inh	RGS4 block	KCNQ1 act	hERG protect	KCNK9 inh	RGS4 pot	KCNQ1 block	PolyA inh	GSK3beta inhib	DYRK1A inh	KCNK3 block
34	O=C(CN1CCOCCOCCOCCOCC1)Nc1ccccc1	6.5	i	i	2.9	i	i	i	i	-0.5	1.7	i
35	C=C(C)C1CCC(C)=C1CC(C)(C)/C=N\n1cnnc1 (configuration not stated)	-1.3	i	i	-3.7	i	i	i	i	2.5	1.0	i
36	Cc1ccc(C)c(OCC(=O)Nc2ccc(S(=O)(=O)Nc3onc(C)c3C)cc2)c1	-5.0	i	i	-3.4	i	i	i	i	-0.4	-17.2	i
37	Cc1ccc2nc(C)c(C(=O)N/N=C/c3cccc([N+](=O)[O-])c3)cc2c1	-0.9	i	i	-8.3	i	i	i	i	1.7	/	i
38	CCc1ccc[n+](-c2nc3ccccc3nc2C(=C=[N-])C#N)c1	-0.5	i	i	-11.3	i	i	i	i	1.1	-4.3	i
39	O=C(c1c[nH]c2ccccc12)N1CCOCC1	4.7	i	i	2.5	i	i	i	i	3.0	2.4	i
40	COC(=O)c1cc2oc(C)cc2n1CC(=O)Nc1cc(C)cc(C)c1	-1.9	i	i	-8.3	i	i	i	i	2.5	0.2	i

# More structures.
[41] CCOC(=O)c1c(C)[nH]c(C(=O)C(C)Sc2ccc(Cl)cc2)c1C (configuration not stated)
[42] Cc1ccc2c(cnn2C(=O)CCCC(=O)NCc2ccc(F)cc2)c1
[43] CC(C)C(=O)Nc1nnc(SCC(=O)NC2CCCC2)s1
[44] Cc1cnc(=O)[nH]c1SCc1ccccc1F
[45] CN(CCCNC(=O)C1CCN(S(=O)(=O)N2CCC3(CC2)OCCO3)CC1)Cc1ccccc1
[46] CC(C)NCC(O)COC1C2CC3CC(C2)CC1C3 (configuration not stated)
[47] CN(CCCC1CCCC1)C(=O)c1cc(COc2ccc(F)c(F)c2)on1
[48] Cc1cc(S(=O)(=O)NCCCN2CCOCC2)c(C)cc1Cl

entry no.	41	42	43	44	45	46	47	48
GSK3 alpha inh	-4.2	0.3	-2.2	-1.9	-2.9	-1.7	-3.4	-2.7
RGS4 block	i	i	i	i	i	i	i	i
KCNQ1 act	i	i	i	i	i	i	i	i
hERG protect	-12.6	-5.7	-4.6	-6.0	0.9	-7.2	-8.4	-5.7
KCNK9 inh	i	i	i	i	i	i	-8.85*	i
RGS4 pot	i	i	i	i	i	i	i	i
KCNQ1 block	i	i	i	i	i	i	i	i
PolyA inh	i	i	i	i	i	i	i	i
GSK3beta inhib	3.6	-1.7	0.7	3.5	-2.3	-1.3	2.8	3.2
DYRK1A inh	-1.2	2.6	2.6	2.7	-0.2	-1.9	1.1	10.6
KCNK3 block	i	i	i	i	i	i	-9.16*	i
